SR-BI uptake up = enhances SR-BI lipid uptake from DiI-HDL; AID 504775; CHO ldlA[mSR-BI] cells, DiI-HDL uptake fluorescence, 3 h; 100 = double the neutral-control signal; 320,000 compounds, 0.096% hits; activation, % at 12.5 µM;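 active = mean replicate activation of at least 60% and every replicate at or above 60%; inconclusive = mean or all-replicate condition met, but not both; inactive = mean below 60% and not all replicates reaching 60%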;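 also: 0% = median plate neutral-control signal and 100% = twice that signal; values of inactives mirror those of a sister screen read the other way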
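System: LDL receptor-deficient CHO ldlA cells overexpressing murine SR-BI | Timing: 3 h uptake period with compound, 37 °C | Medium: HEPES-buffered (25 mM, pH 7.4) F12 plus 0.5% BSA | Dosing: Single-point compound dose | Signal: Bottom-read fluorescence, 550/595 nm | Read-out: Retained DiI signal reflecting DiI-HDL uptake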
MITF TRPM1 HTS = activators of MITF-driven TRPM1 promoter activity in SK-MEL-5 cells; SK-MEL-5 TRPM1-promoter luciferase, 24 h; % of positive control, neutral wells = 0; activation, % at 12.5 µM; 300,000 compounds, 0.75% hits; AID 588334;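 active = mean activation of at least 80% with every replicate also reaching 80%; inconclusive = mean reaches 80% but some replicate falls short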;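 also: 0% = neutral control wells and 100% = parthenolide positive control wells; values of inactives mirror those of a sister screen read the other way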
PvdQ inh = blocks Pseudomonas aeruginosa PvdQ acylase activity; purified PvdQ acylase, fluorescence plate reader; inhibition, % at 10 µM; 340,000 compounds, 0.063% hits; in the data active = inhibition above about 30%, passing the limit was not always enough; inconclusive = no clear call, values can overlap the other calls;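 also: 0% = vehicle neutral wells and 100% = reference inhibitor wells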
CAL PDZ FP-1 = blocks peptide binding to human CAL PDZ domain; Q9HD26; purified CAL PDZ, TMR-peptide fluorescence polarization, 1 h; inhibition, % at 20 µM; 330,000 compounds, 0.02% hits; AID 504414;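 active = highest replicate inhibition of at least 40%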;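 also: plate controls were DMSO neutral control wells for no effect and unlabeled competitor peptide control wells for full effect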
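Material: tagged CAL PDZ protein CerCALP, purified; buffer or medium: sodium phosphate/NaCl buffer pH 7.4 with TCEP, IgG, Thesit; also added: fluorescent TMR peptide probe; schedule: 1 h incubation at room temperature before polarization reading; technique: fluorescence polarization from S- and P-plane intensities, G-factor corrected; control set: unlabelled peptide and DMSO controls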
Rtt109 Vps75 = blocks Candida albicans Rtt109/Vps75 acetyltransferase activity; Q5AAJ8; purified Rtt109/Vps75, ThioGlo CoA-SH fluorescence, 4 h; inhibition, % at 34.9 µM; 330,000 compounds, 0.16% hits; AID 540336;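 active = inhibition of at least 50% in every replicate; inconclusive = best replicate reaches 50% inhibition but some replicates fall short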
Target sequence (Q5AAJ8 whole entry, looked up): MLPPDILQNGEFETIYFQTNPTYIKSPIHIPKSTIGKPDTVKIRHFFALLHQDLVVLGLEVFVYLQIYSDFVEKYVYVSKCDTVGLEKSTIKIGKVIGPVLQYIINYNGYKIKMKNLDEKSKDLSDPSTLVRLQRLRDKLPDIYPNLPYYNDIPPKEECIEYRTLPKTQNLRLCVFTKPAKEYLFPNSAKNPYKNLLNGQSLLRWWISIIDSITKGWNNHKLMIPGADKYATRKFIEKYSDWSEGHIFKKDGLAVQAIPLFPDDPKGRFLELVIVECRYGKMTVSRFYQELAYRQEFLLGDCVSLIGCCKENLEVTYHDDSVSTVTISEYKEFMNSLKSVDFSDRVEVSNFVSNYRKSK
NSD2 inh = NSD2 (human) methyltransferase inhibition | inhibition, % at 12.5 µM | NSD2 peptide methylation, AlphaScreen, 120 min | O96028 | 310,000 compounds, 0.54% hits; in the data active = inhibition above about 50%
CAL PDZ FP-2 = blocks peptide binding to the human CAL PDZ domain; AID 602252; Q9HD26; purified CAL PDZ, TMR-peptide fluorescence polarization, 1 h; inhibition, % at 24.9 µM; 300,000 compounds, 0.92% hits;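 active = mean inhibition of at least 30% with at least half of replicates also reaching 30%; inconclusive = no clear call, values can overlap the other calls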;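 also: 0% = DMSO neutral control and 100% = excess unlabeled competitor peptide PRC23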
PfHsp90 yeast 2 = growth inhibition of yeast expressing Plasmodium Hsp90. S. cerevisiae expressing PfHsp90, BacTiter-Glo ATP, 48 h; yeast lacking PDR1 and PDR3 efflux regulators. AID 504621. 310,000 compounds, 0.32% hits. inhibition, % at 9.4 µM;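 active = every replicate shows inhibition above about 80%, whatever the replicate mean, limit read from the data; inconclusive = mean inhibition reaches the set limit but some replicate falls short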;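 also: 0% = DMSO neutral controls and 100% = 20 µM radicicol positive controls; yeast relying on Plasmodium falciparum Hsp90 in place of its own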
SR-BI HDL uptake = inhibitors of mouse SR-BI mediated HDL lipid uptake; Q61009; ldlA[mSR-BI] CHO cells, DiI-HDL uptake fluorescence, 3 h; inhibition, % at 12.5 µM; 320,000 compounds, 0.96% hits;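 active = mean replicate inhibition of at least 70% and a set share of replicates each scoring 70 or more; inconclusive = meets just one of the two criteria; inactive = fails both criteria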;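 also: 0% = median of neutral control wells and 100% = median of positive control wells; values of inactives mirror those of a sister screen read the other way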
Target sequence (Q61009 whole entry, looked up): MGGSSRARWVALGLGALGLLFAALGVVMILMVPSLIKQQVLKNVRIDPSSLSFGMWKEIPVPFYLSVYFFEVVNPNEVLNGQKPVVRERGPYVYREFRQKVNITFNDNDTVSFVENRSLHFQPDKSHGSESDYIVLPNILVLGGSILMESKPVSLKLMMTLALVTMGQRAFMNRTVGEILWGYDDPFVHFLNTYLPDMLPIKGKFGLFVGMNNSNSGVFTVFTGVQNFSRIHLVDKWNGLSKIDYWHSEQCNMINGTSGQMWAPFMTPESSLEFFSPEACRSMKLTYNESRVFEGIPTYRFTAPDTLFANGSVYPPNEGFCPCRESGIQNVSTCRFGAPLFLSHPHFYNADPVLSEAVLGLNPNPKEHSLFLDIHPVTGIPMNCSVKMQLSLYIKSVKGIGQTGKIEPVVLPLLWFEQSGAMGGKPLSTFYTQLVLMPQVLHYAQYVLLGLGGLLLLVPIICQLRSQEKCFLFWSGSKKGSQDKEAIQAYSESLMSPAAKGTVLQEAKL
dFosB activator = mouse delta FosB homodimer activation | AID 493131 | 340,000 compounds, 0.99% hits | P13346 | purified delta FosB, TAMRA-CDK5 oligo fluorescence polarization; percent of positive-control signal above neutral wells | activation, % at 25 µM;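 active = mean activation above about 17%, with every replicate also reaching it, limit read from the data, passing the limit was not always enough; inconclusive = only one of the two conditions met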;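 also: fluorescence polarization rise as delta FosB binds a TAMRA Cdk5 AP-1 oligo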
Numbers without * were called inactive; ? = inconclusive; . = no result given.

SMILES	SR-BI uptake up	MITF TRPM1 HTS	PvdQ inh	CAL PDZ FP-1	Rtt109 Vps75	NSD2 inh	CAL PDZ FP-2	PfHsp90 yeast 2	SR-BI HDL uptake	dFosB activator
O=C(CN1CCCc2ccccc21)NCc1ccccc1Cl	-3	-7	-6	0.7	3	4	-2	-21	3	-6
C/C(=N\NC(=O)CNC(=O)c1ccccc1Br)c1ccco1	.	0	-8	-2.8	-20	8	-3	-3	.	2
COc1ccc(Nc2nc(-c3ccccc3)cs2)cc1	-51	46	-1	-3.8	3	3	.	16	51	-2
CC(=O)c1cccc(NC(=O)c2onc(C)c2Cl)c1	10	.	-13	-0.9	7	.	.	9	-10	-6
CC(C)(C)c1ccc(C(=O)NC(=S)NNC(=O)c2cccs2)cc1	20	2	8	-0.9	-3	0	1	-45	-20	-1
COc1ccc(/C=N/N2CCOCC2)cc1OCc1ccccc1	-30	-1	-16	-1.4	2	-14	-3	3	30	5
COCc1cc(C)nc(OCC(=O)N/N=C/c2ccc(C)o2)c1C#N	6	-9	-9	-0.2	-4	-2	-4	-20	-6	1
CCN(CC)C(=O)[C@H]1CC(CC(=O)NCCN2CCOCC2)C(=O)N2CCc3c([nH]c4ccc(OC)cc34)[C@]12C (some centres not stated)	11	2	-16	0.2	-2	.	-5	-4	-11	-1
Cc1ccnc(NC(=O)CNC(=O)c2ccc3ccccc3c2)c1	16	6	-7	-1.9	1	0	-9	.	-16	-14
O=C(O)c1cc(NN=C2CCN(Cc3ccccc3)CC2)ccc1Cl	32	28	-13	0.5	1	30	-9	36	-32	-6
CS(=O)(=O)N1CCN(c2ccc(NC(=O)COc3ccccc3)cc2)CC1	-9	-1	-4	0.2	-3	-3	-1	-11	9	-1
Cc1ccc(S(=O)(=O)N2CCC(C(=O)Nc3ccc(N4CCOCC4)cc3)CC2)cc1C	29	-7	-8	-2.0	6	5	-2	.	-29	-11
O=C(CN1C(=O)c2ccccc2C1=O)Nc1cccc(S(=O)(=O)Nc2ccccc2Cl)c1	28	0	15	-2.3	25	3	-1	19	-28	-12
Cc1ccc(-n2nc(CN3CCOCC3)c(-c3ccccc3)c2N)c(C)c1	24	0	20	-1.2	-4	-1	2	39	-24	3
COc1ccc(OC)c(-c2nn(-c3ccccc3)cc2C(=O)NCC(c2cccs2)N2CCOCC2)c1 (configuration not stated)	4	-3	-21	-2.2	.	2	6	-78	-4	4
CCOC(=O)N1CCN(C(=O)C(C)(C)Oc2ccc(Cl)cc2)CC1	15	11	-11	-0.1	2	.	.	22	-15	2
CCN(CC)CCSc1nnc(Nc2ccccc2)n1-c1ccccc1	16	-2	-4	-0.3	0	0	-1	-58	-16	-8
CC(=O)NC(CC(=O)Nc1ccc(S(=O)(=O)N2CCCC2)cc1)c1ccccc1 (configuration not stated)	4	5	-5	0.0	0	-2	-7	4	-4	-7
O=C(N/N=C/c1ccc([N+](=O)[O-])o1)c1cn2ccc3ccccc3c2n1	.	.	-15	-0.5	-4	1	-2	-2	.	0
CNC(=O)/C(=C\c1ccc([N+](=O)[O-])cc1)NC(C)=O	20	2	-15	-0.1	-6	-1	-3	.	-20	-5
CC1(C)CC(=O)C(C(=O)Cc2ccccc2[N+](=O)[O-])C(=O)C1	14	1	-1	-1.0	2	-2	-6	3	-14	-7
O=C1CC2(CCCC2)C(=O)N1c1ccc(S(=O)(=O)NCC2CC2)cc1Cl	2	-8	-18	-0.4	2	1	.	4	-2	0
CN(Cc1ccccc1)c1ncnc2ccc(Br)cc12	-12	-5	97*	-1.8	3	-4	-3	-6	12	-13
Nc1nc(CSc2nc3ccccc3s2)nc(N2CCCCC2)n1	10	9	-12	-1.5	-2	-1	1	-13	-10	-5
CC(=O)Nc1ccc(-c2csc(N/N=C(/C)c3ccccc3)n2)cc1	-67	2	1	-0.9	3	1	-3	15	67	-2
O=C(Nc1ccncc1)c1cc(S(=O)(=O)N2CCCCC2)ccc1Cl	-2	-6	-7	-2.1	-5	-3	5	.	2	-4
CCC(C)NC(=O)CCc1nnc2ccc(N3CCC(C)CC3)nn12 (configuration not stated)	11	0	4	0.5	-3	-4	4	1	-11	4
CCCS(=O)(=O)c1c(S(=O)(=O)CCC)c2ccc(C(N)=O)cn2c1C(=O)c1ccc(F)cc1	-3	-7	0	0.1	3	-4	-5	5	3	-16
O=C(C1Cc2ccccc2CN1S(=O)(=O)c1ccc(F)cc1)N1CCCCCC1 (configuration not stated)	.	.	-15	-2.0	1	-1	-1	-14	.	-9
O=C(NCCCn1ccnc1)c1cc(-c2cccc(O)c2)on1	.	14	8	0.4	19	-2	6	4	.	-13
CC(=O)c1ccc(CCCc2ccc(C(C)=O)cc2)cc1	-3	-11	1	-1.2	-3	-5	3	-12	3	-10
COc1ccc2c(c1)nc(N)n2Cc1ccccc1	12	1	-1	-2.5	-1	1	2	-14	-12	4
O=C1C(=NO)CCc2ccccc21	-6	-22	-9	0.3	-1	77*	-1	-11	6	-13
O=C(OCc1ccccc1F)c1cc2ccccc2cc1O	15	21	-14	-1.6	-4	-2	1	-25	-15	-4
O=C(CO/N=C/c1ccccc1O)N1CCc2ccccc21	-49	25	-6	0.3	3	2	-5	0	49	-2
CC1CC(C)CN(C(=O)COC(=O)c2ccc3ccccc3n2)C1 (configuration not stated)	-2	1	-4	-0.1	-2	-1	0	-10	2	-8
O=C(O)Cc1coc2ccc3ccccc3c12	15	3	-5	0.2	-15	.	1	.	-15	0
CCOc1ccc(S(=O)(=O)N2CCCC(C(=O)NCCN3CCOCC3)C2)cc1Cl (configuration not stated)	-1	-14	-6	-2.5	11	83*	-3	9	1	-7
COc1ccccc1NC(=O)Cc1noc(CSc2n[nH]c(N)n2)n1	7	-9	-7	-1.1	1	-1	.	-17	-7	-6
NC(=O)CC(NC(=O)c1ccc(Br)cc1)c1ccc(NC2CCCCCCC2)c([N+](=O)[O-])c1 (configuration not stated)	-8	3	-12	-0.4	-9	.	-3	-6	8	-1
Cc1ccc(S(=O)(=O)N(CC(=O)Nc2ccccc2-c2ccccc2)c2ccc(C)cc2C)cc1	.	9	10	-0.9	2	17	-2	22	.	3
Cc1ccc(C)c(C(=O)CCC(=O)OCn2nnc3ccccc3c2=O)c1	4	1	3	-0.6	-16	1	-3	-14	-4	-5
Cc1cc(OCC(=O)C(C)(C)C)c2c(-c3ccccc3)cc(=O)oc2c1	-33	-6	5	-1.1	9	6	-5	-8	33	-4
CC(C)CCNC(=O)COc1cccc2c1OC(C)(C)C2	0	7	-16	0.0	-8	-2	1	23	0	-3
O=S(=O)(c1ccccc1)c1cnc2ccccc2c1	9	-10	-6	-1.2	-6	.	-4	-2	-9	-5
CC(C)Sc1nnc(Cn2c(=O)sc3ccccc32)n1-c1ccccc1	14	0	-1	0.3	3	.	.	8	-14	-4
COC(=O)[C@@]1(C)[C@H]2C(=O)N(Cc3ccccc3)C(=O)[C@H]2[C@H]2CN=C(SCc3ccc(C#N)cc3)N21	10	3	-9	1.1	8	.	-8	-11	-10	-6
O=C(O)CCN1C(=O)c2ccc(NC(=O)COc3ccccc3)cc2C1=O	6	-7	-7	-2.3	0	-3	1	6	-6	3
CC[C@]12c3[nH]c4cc(CCC(=O)N(C)C)ccc4c3CCN1C(=O)[C@@H](CC(=O)NCCCOC)C[C@@H]2C(=O)N1CCN(C(=O)C2CC2)CC1	-9	10	-12	-0.2	6	.	32*	-9	9	1
Cc1ccc(C)c(N2CCN(C(=O)c3ccc4nc(-c5ccco5)c(-c5ccco5)nc4c3)CC2)c1	9	.	-6	-0.4	4	8	3	.	-9	-24

Further compounds.
SMILES	SR-BI uptake up	MITF TRPM1 HTS	PvdQ inh	CAL PDZ FP-1	Rtt109 Vps75	NSD2 inh	CAL PDZ FP-2	PfHsp90 yeast 2	SR-BI HDL uptake	dFosB activator
CCc1ccccc1N(CC(=O)NCCSCc1ccco1)S(C)(=O)=O	13	-9	6	-0.4	-6	1	0	2	-13	-6
Cc1nc(C)c(C(=O)NNC(=O)c2ccc(Br)cc2)s1	29	3	-3	-1.1	2	0	-1	-18	-29	4
CNC(=O)c1ccc(NC(=O)CCNC(=O)Nc2ccccc2)cc1	-4	5	-14	-1.6	0	.	6	28	4	-4
Cc1cccc(-c2nnc3sc(-c4ccccc4)nn23)c1	-5	?	-15	.	-6	0	.	.	5	-27
Clc1cccc(Cl)c1C[n+]1cccc2ccccc21	28	.	-21	-1.3	-3	7	.	14	-28	2
Cc1c(C(=O)N2CCC[C@H]2C(N)=O)oc2c(F)cccc12	?	16	-13	-21	3	2	-8	-13	-245	1
CC(C)NCC(=O)NC12CC3CC(CC(C3)C1)C2	6	10	3	0.2	2	5	3	9	-6	2
COc1ccc(-c2n[nH]c(=S)n2/N=C/c2cccn2C)cc1	-17	.	-17	-2.7	-16	1	.	-1	17	-6
Cc1ccccc1OCCCN1CCCC1	6	12	-14	-0.3	3	7	.	.	-6	-3
CN(CC1COc2ccccc2O1)C(=O)c1ccc(N(C)C)cc1 (configuration not stated)	5	0	-2	-4.4	-3	8	2	-31	-5	4
O=C(C(=Cc1ccc(F)cc1)c1ccccc1)c1ccc(O)cc1	-7	0	9	1.7	2	4	-3	-44	7	-15
Cc1ccc(-c2nc3nc4ccccc4nc3n2Cc2ccco2)cc1	-13	34	-15	-2.7	-3	-1	-4	25	13	-11
CSc1ccccc1NC(=O)C(C)N(C)CC(=O)N1CCN(Cc2ccccc2)CC1 (configuration not stated)	-19	-11	-13	1.7	-15	3	1	.	19	-11
CCc1ccccc1NC(=O)CC1SCCNC1=O (configuration not stated)	27	14	-2	-1.4	-4	-1	32*	.	-27	0
Cc1ccccc1NC(=O)c1ccc(COc2ccc3c(C)cc(=O)oc3c2)cc1	-37	-10	-11	0.0	-9	-1	3	-6	37	22*
Cn1ncc2c(NCc3ccccc3)nc(NCCCO)nc21	13	10	-8	-0.6	1	-2	.	-20	-13	-3
O=C(CN1CCN(S(=O)(=O)c2ccc(Br)cc2)CC1)Nc1ccc2c(c1)OCO2	6	-9	-9	-1.1	5	.	-5	-15	-6	-3
COC(=O)CCSCC(=O)N1N=C(c2ccc(OC)cc2)CC1c1cccc(OC)c1OC (configuration not stated)	-34	2	6	-2.4	.	6	-4	-13	34	-11
Cc1ccc(S(=O)(=O)N2CCC[C@H]2C(=O)NC2=NCCS2)cc1	4	-8	-7	-0.1	-7	-2	6	20	-4	-2

Bioassay records from PubChem BioAssay.
